High-throughput results deposited in PubChem by The Scripps Research Institute Molecular Screening Center.
CHO-K1 Ca antag – M1 antagonist counterscreen hit in parental CHO-K1 cells. ATP-induced calcium, Fluo-8 fluorescence. inhibition, % at 3 µM. hit rate 0.6% among 360,000;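 active = inhibition above a per-plate cutoff, the plate's mean sample inhibition plus 3 SD, cut at about 24% in these data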;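 note: 0% = DMSO plus EC80 ATP and 100% = DMSO alone without ATP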
TAAR1 antag – human TAAR1 antagonists, primary screen, Fluo-8 calcium fluorescence, CHO RD-HGA16 cells; Trace amine-associated receptor 1 (Homo sapiens), Q96RJ0; antagonist; inhibition, % at 3 µM; hit rate 1.5% among 360,000; AID 624466, 2012;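 active = inhibition above a per-plate cutoff, the mean inhibition of test compounds on that plate plus 3 SD, cut at about 49% in these data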;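 note: 0% = DMSO plus EC80 beta-PEA response and 100% = DMSO alone without agonist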
Target sequence (Q96RJ0 whole entry, looked up): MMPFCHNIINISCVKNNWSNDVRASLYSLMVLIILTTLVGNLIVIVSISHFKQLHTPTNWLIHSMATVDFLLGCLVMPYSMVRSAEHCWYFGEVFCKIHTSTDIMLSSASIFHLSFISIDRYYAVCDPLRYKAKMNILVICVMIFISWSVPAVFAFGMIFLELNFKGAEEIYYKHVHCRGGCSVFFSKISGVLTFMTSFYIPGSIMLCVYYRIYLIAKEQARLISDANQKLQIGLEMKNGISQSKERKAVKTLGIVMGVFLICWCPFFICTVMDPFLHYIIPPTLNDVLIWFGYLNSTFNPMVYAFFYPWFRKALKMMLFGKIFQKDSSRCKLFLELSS
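Assay system: RD-HGA16 CHO cells with stable hTAAR1 and Gα16 / Reagent: EC80 β-phenethylamine stimulus / Doses: 3 µM, single point / Timing: dye loading 75 min at 37 °C, then 30 min room temperature / Measured by: Fluo-8 intracellular calcium dye fluorescence, real-time kinetic reads / Controls: vehicle wells and EC80 agonist wells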
M1 antag – human M1 muscarinic receptor antagonists, primary screen, CHO-K1 cells, Fluo-8 calcium fluorescence, 1536-well; CHO-K1 hM1, ACh EC80 antagonist; inhibition, % at 3 µM; hit rate 1.3% among 360,000; AID 588852, 2011;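 active = percent inhibition above its own plate's cutoff, namely the mean of that plate's compound wells plus 3 SD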;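 note: peak over basal fluorescence ratio during 140 s after agonist addition; 0% = ACh EC80 plus DMSO and 100% = DMSO alone without agonist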
Target sequence (P11229 whole entry, looked up): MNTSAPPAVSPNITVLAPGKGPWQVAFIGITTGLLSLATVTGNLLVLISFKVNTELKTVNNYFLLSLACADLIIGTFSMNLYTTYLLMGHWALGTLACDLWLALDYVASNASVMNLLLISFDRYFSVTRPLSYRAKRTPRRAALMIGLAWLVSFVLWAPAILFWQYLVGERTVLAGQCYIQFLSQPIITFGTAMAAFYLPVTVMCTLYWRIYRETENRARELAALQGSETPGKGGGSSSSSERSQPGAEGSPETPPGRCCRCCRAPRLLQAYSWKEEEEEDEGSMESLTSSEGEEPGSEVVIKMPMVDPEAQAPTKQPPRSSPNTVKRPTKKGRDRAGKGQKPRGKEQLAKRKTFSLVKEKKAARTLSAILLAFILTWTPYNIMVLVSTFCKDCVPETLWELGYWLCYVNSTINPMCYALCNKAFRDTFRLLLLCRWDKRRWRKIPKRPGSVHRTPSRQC
CHO parental Ca – ATP-evoked calcium signal inhibitors, parental CHO, primary screen, counter-screen for OX1R antagonist project, cell-based, fluorescence, Fluo-8 calcium dye | parental CHO-K1, ATP-induced calcium, Fluo-8 fluorescence | inhibition, % at 5.6 µM | hit rate 0.63% among 330,000;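 active = inhibition above that plate's mean sample inhibition plus 3 SD, cut at about 26% in these data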;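 note: 0% = ATP-challenged DMSO wells and 100% = DMSO wells without ATP; some compounds past the cut are filed as inactive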
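Assay system: parental CHO cells; Read-out basis: percent inhibition of ATP-evoked calcium rise, normalized to controls; Benchmarks: ATP and no-ATP DMSO wells; Compound dosing: single nominal dose of 5.6 µM per compound; Signal: Fluo-8 calcium dye fluorescence; Also added: ATP as calcium-mobilizing challenge; Repeats: singlicate.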
CHO-K1 Ca ag – counter-screen for M1 agonists: effect in parental CHO-K1 cells. AID 602248, 2012. activation, % at 3 µM. hit rate 0.48% among 360,000. Fluo-8 calcium fluorescence; scaled to maximal ATP response, vehicle zero; in the data active = activation above about 15%;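 note: untransfected CHO-K1 host cells lacking M1 receptor as counterscreen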
CHRM1 PAM – human M1 muscarinic receptor positive allosteric modulators, primary screen, CHO-K1 cells, Fluo-8 calcium fluorescence, 1536-well; Muscarinic acetylcholine receptor M1 (Homo sapiens), P11229; CHO-K1 hM1, ACh EC20; 0% = ACh EC20, 100% = maximal ACh; activation, % at 3 µM; hit rate 0.088% among 360,000; in the data active = activation above about 19%, passing the limit was not always enough
CHO-K1 Ca PAM – nonselective calcium activators in parental CHO-K1 cells, primary screen, counter-screen for M1 PAM project, cell-based, Fluo-8 calcium fluorescence, full deck, 1536-well; activation, % at 3 µM; hit rate 0.02% among 360,000; AID 602247, 2012; ATP EC20; 0% at ATP EC20, 100% at ATP max;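 active = activation above the run cutoff, the mean activation of all test compounds plus 3 SD, cut at about 40% in these data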;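 note: peak over basal fluorescence ratio in a 140 s read after ATP addition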
TAAR1 agonist – human TAAR1 agonists, primary screen, Fluo-8 calcium fluorescence, CHO RD-HGA16 cells; Trace amine-associated receptor 1 (Homo sapiens), Q96RJ0; vehicle wells 0%, saturating PEA agonist 100%; activation, % at 3 µM; hit rate 0.99% among 360,000; AID 624467, 2012;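 active = activation above the mean activation of all test compounds in the run plus 3 SD, cut at about 38% in these data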
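Assay system: CHO-derived RD-HGA16 cells with stable Gα16 and human TAAR1; timing: 17-24 h seeding, 75 min 37 °C dye, 30 min RT; read-out: % activation from peak over basal fluorescence ratio, DMSO-to-PEA scaled; measured by: kinetic Fluo-8 calcium fluorescence; benchmarks: low control DMSO, high control PEA (EC100); doses: 3 µM single concentration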
M1 ag – human M1 muscarinic receptor agonists, primary screen, Fluo-8 calcium fluorescence, CHO-K1 cells, HTS. activation, % at 3 µM. Muscarinic acetylcholine receptor M1 (Homo sapiens), P11229. hit rate 0.33% among 360,000. CHO-K1 hM1, agonist mode; 0% DMSO, 100% acetylcholine EC100;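 active = activation above the run's mean compound activation plus 3 SD, cut at about 16% in these data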;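 note: peak over basal fluorescence ratio within a 140 s kinetic read after compound addition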
The depositor's hits bear a star; nt = no result given. This is a random part of the collection; about 4.4% have a hit in one of these screens.

Compound	CHO-K1 Ca antag	TAAR1 antag	M1 antag	CHO parental Ca	CHO-K1 Ca ag	CHRM1 PAM	CHO-K1 Ca PAM	TAAR1 agonist	M1 ag
O=C1c2ccccc2C(=O)N1CCCCNc1ccccc1	-13	-19	-19	nt	-0.5	8	18	5	-3
CC1(C)CC(NC(=O)c2cc(S(=O)(=O)N3CCCCC3)ccc2Cl)CC(C)(C)N1	-5	12	-4	-10	1.6	5	1	0	-3
Cc1ccc2c(Cl)c(C(=O)Nc3ccc4c(c3)OCO4)sc2c1	-13	-7	4	-5	0.5	1	20	1	-4
O=C(NCC(c1ccc(F)cc1)N1CCOCC1)c1ccc(-c2ccccc2)cc1 (stereo unspecified)	-13	22	2	-22	0.3	-1	-5	9	-4
CC(C)(C)OC(=O)NCCCCCNC(=O)c1[nH]cnc1C(=O)N[C@@H](Cc1ccccc1)C(=O)OC(C)(C)C	5	nt	17	40*	-0.2	-5	-19	nt	-2
CC(C)CCN1C(=O)CCC1(C)C(=O)NC1CCCCCC1 (stereo unspecified)	-16	nt	19	-8	0.8	-13	14	nt	-13
COc1ccccc1OCCOc1ccc(/C=N/n2cnnc2)cc1	-4	1	-8	-3	2.8	9	14	12	0
O=[N+]([O-])c1ccc(CNC2CCCc3ccccc32)cc1 (stereo unspecified)	17	4	10	-9	-0.3	-14	-12	14	-14
COc1ccc2c(c1)cc1n2CCN=C1N	-19	-7	14	-12	0.3	-10	7	1	-15
OC1(c2ccccn2)COc2ccccc2O1 (stereo unspecified)	-20	5	-5	-21	0.3	3	20	-1	-4
COc1cccc(CC(=O)Nc2nc(-c3ccc(F)c(F)c3)cs2)c1	8	52*	20	-10	-0.1	-12	-15	4	-3
CNC(=S)Nc1cc(S(=O)(=O)Nc2cc(Cl)ccc2Cl)ccc1N1CCCC1	-13	-4	-8	-6	0.9	4	13	3	-6
CCCn1cnc2c(oc3ccccc32)c1=O	2	-6	13	nt	0.2	-10	-12	12	-10
COc1ccc(CN(C(=O)CCC(=O)Nc2cc(C)on2)C(C(=O)NC(C)(C)C)c2cccc(OC)c2OC)cc1 (stereo unspecified)	-8	14	-4	-28	-0.5	4	-14	-5	-2
Cc1nc(C(F)(F)F)ccc1C(=O)N1CCC1(C)C(=O)NS(C)(=O)=O (stereo unspecified)	-2	-13	-12	nt	3.2	8	7	0	-1
CSc1ccc(C(=O)C2CCCN(C(=O)c3cccc(N4CCOCC4)c3)C2)cc1 (stereo unspecified)	-8	-2	4	-24	8.9	0	0	7	-5
O=c1c2c3c(sc2n(CCN2CCOCC2)c(=O)n1Cc1ccco1)CCCCC3	-4	2	-5	-15	0.5	-2	12	10	-6
CCOC(=O)CC(C(=O)OCC)P(=O)(c1ccccc1)c1ccccc1 (stereo unspecified)	-5	-1	-4	-14	0.2	4	-6	2	-2
Cc1ccccc1C1CC(c2ccccc2OC(F)F)Nc2ncnn21 (stereo unspecified)	16	8	10	-13	1.2	0	-4	14	-4
O=C(CCN1C(=O)CSc2ccccc21)Nc1ccc(C(F)(F)F)cc1	-20	62*	5	-25	4.2	-3	13	5	-4
O=C(c1ccc(F)cc1)C1CCN(C(=S)Nc2ccccc2Cl)CC1	20	-12	2	-3	0.4	8	-16	1	2
Cc1ccnc(Nc2nc3ccccc3o2)n1	20	9	-12	-6	0.2	0	7	-1	-6
Cc1cccc(CCNC(=O)C2CCCN(S(=O)(=O)c3cccc4nsnc34)C2)c1 (stereo unspecified)	16	4	2	-26	1.9	-4	-7	15	-4
CCOC(=O)c1cn(CC(=O)Nc2ccc(OC)cc2OC)nn1	1	-5	-1	-2	-0.5	3	6	3	-4
COc1ccccc1-c1nc2n(n1)C(c1ccc(Cl)cc1)C(C(N)=O)=C(C)N2 (stereo unspecified)	-8	-15	-12	-11	0.4	7	17	5	-2
O=C(COC(=O)CNC(=O)C1CCCCC1)NCc1ccc(Cl)cc1	-1	-2	-2	5	-0.3	-2	-1	5	-2
C=CC[N+]1(CC#CCOC(c2ccccc2)c2ccccc2)CCOCC1	1	-3	49*	-10	-0.4	-28	-2	6	-14
Cc1ccc(SC(=O)COc2ccc(C)c(C)c2)cc1	-4	11	-15	12	0.2	7	13	16	-3
Cc1ccc(C)c(OCC(=O)NNC(=O)CCN2CCN(c3ccccc3)CC2)c1	-8	-4	-12	-28	0.8	9	16	0	-4
COc1ccccc1NC(=O)CSc1nnnn1C1CCCC1	-10	-2	4	nt	0.3	7	8	0	2
COc1ccc(C(C)NC(=O)C2C(=O)NC3(C)CC2c2ccccc2O3)cc1 (stereo unspecified)	-11	3	-12	-23	2.1	11	23	11	-1
CC(C)(C)OC(=O)N1CCC(NC(=O)c2[nH]cnc2C(=O)Nc2ccc(Br)cc2F)CC1	7	16	16	nt	-0.4	-7	-4	3	-1
N#C/C(N=Nc1ccccc1O)=N\Nc1ccccc1O	10	66*	25	26	16*	-12	4	3	1
CC(C)Cc1nnc(NC(=O)CCC(=O)N2CCN(Cc3ccc(F)cc3)CC2)s1	8	-11	16	-16	0.4	-8	-14	0	10
CCc1nc2c(OCc3ccc(F)c(F)c3)cccn2c1N(C)C(=O)C1CC1	6	-20	25*	nt	-0.3	-10	-2	2	-9
CC(C)OC(=O)c1ccc(NC(=O)Cn2c(-c3nonc3N)nc3ccccc32)cc1	2	6	0	-10	0.3	0	0	2	-4
COc1ccc(N(CC(O)Cn2c(C)nc3ccccc32)S(=O)(=O)c2ccccc2)cc1 (stereo unspecified)	-13	29	0	-11	0.7	-5	24	11	-12
COC(=O)c1sc2[nH]c(=S)n(N)c(=O)c2c1C	-4	nt	-1	nt	1.2	0	-9	nt	-4
COC(=O)Nc1ccc(C)c(NC(=O)OC)c1	-12	-8	-8	-23	0.0	-1	-1	3	0
CC(=O)OCCN1C(=O)c2ccc(-c3nc4ccccc4c(=O)o3)cc2C1=O	6	-58	-24	-3	-0.5	1	-18	-2	-2
C[C@H]1CN=C(N(C)C)N1CCCC1CCCC1	-7	-18	14	5	-0.2	-15	-8	0	-14
CCc1nnc(NS(=O)(=O)c2ccc(N/C=C\C(=O)c3ccc(F)cc3)cc2)s1	-9	10	-5	-13	-0.1	2	20	-1	-7
CCCCn1c(CCCNC(=O)c2ccco2)nc2ccccc21	13	-23	18	-7	1.4	-7	-16	1	-3
O=C(COc1cc2oc(=O)c3c(c2cc1Cl)CCCC3)NCc1cccnc1	-11	-5	4	-18	-0.3	0	11	6	-2
CCC(C)C(=O)Nc1ccc(OC)cc1[N+](=O)[O-] (stereo unspecified)	-5	12	-1	1	0.6	0	13	3	-8
CCOC(=O)C1CCCCN1C(=O)c1cc2ccc(OC)cc2c2cc(OC)c(OC)cc12 (stereo unspecified)	-2	48	14	nt	0.5	0	9	16	0
O=C(c1ccc(C(F)(F)F)cc1)C1CCCN(C(=O)CCc2ccncc2)C1 (stereo unspecified)	-16	-19	-4	-21	10	-7	1	3	-9
CCOC(=O)C1CCN(c2c(NCCCN(C)C3CCCCC3)c(=O)c2=O)CC1	24	-12	-2	-2	0.5	5	1	0	-12
COc1cccc(N2C(=O)[C@H]3C(C(=O)c4cnccn4)=NN[C@H]3C2=O)c1	4	-17	-3	2	-0.2	4	4	0	-4
C=CCNC(=O)c1cc2c(=O)n3cccc(C)c3nc2s1	-10	-15	-3	-2	0.4	3	-5	2	-6

Later entries
Compound	CHO-K1 Ca antag	TAAR1 antag	M1 antag	CHO parental Ca	CHO-K1 Ca ag	CHRM1 PAM	CHO-K1 Ca PAM	TAAR1 agonist	M1 ag
Nc1nnc2cc(Br)ccc2n1	-7	-11	-9	nt	0.9	17	13	3	3
COc1ccc(OCc2n[nH]c(=S)o2)cc1	-13	0	-11	-2	0.7	7	24	7	-3
CN(C)c1ccc(CN(C(=O)/C=C/c2ccco2)C2CCS(=O)(=O)C2)cc1 (stereo unspecified)	11	-10	-23	-26	0.4	16	-8	5	0
Cc1cc(O)cc(O)c1C(=O)Cc1cnn(-c2ccccc2)c1	-2	-1	-1	0	0.7	4	15	8	-4
CN(CCOc1ccc(Cl)cc1)C(=O)c1cc([N+](=O)[O-])ccc1N1CCOCC1	2	6	-1	-14	3.8	4	-20	6	-4

A draw from above in order of number of heavy atoms, lowest first:
Compound	CHO-K1 Ca antag	TAAR1 antag	M1 antag	CHO parental Ca	CHO-K1 Ca ag	CHRM1 PAM	CHO-K1 Ca PAM	TAAR1 agonist	M1 ag
COc1ccc(OCc2n[nH]c(=S)o2)cc1	-13	0	-11	-2	0.7	7	24	7	-3
CN(C)c1ccc(CN(C(=O)/C=C/c2ccco2)C2CCS(=O)(=O)C2)cc1 (stereo unspecified)	11	-10	-23	-26	0.4	16	-8	5	0
CN(CCOc1ccc(Cl)cc1)C(=O)c1cc([N+](=O)[O-])ccc1N1CCOCC1	2	6	-1	-14	3.8	4	-20	6	-4
